Assay outcomes (PubChem BioAssay)
MT1-MMP act inh: MT1-MMP (human) activation inhibition; HT1080 RFP-PRO-GFP cells, GFP/RFP ratio fluorescence, overnight; percent of plate control window, DMSO zero; AID 651647; GFP/RFP ratio change, % at 20 µM; 360,000 tested, 0.061% active;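 active = GFP/RFP ratio change of at least 30% with cell ATP level not reduced by more than half and red fluorescence within 50% of control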; note: strong numbers were not always called active
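Assay system: HT1080 cells carrying an RFP-PRO-GFP reporter | Dosing: Single dose of 20 µM compound, 1% DMSO final | Incubation: Cells overnight before dosing, compound overnight, 37 °C, 5% CO2 | Evaluation: GFP/RFP fluorescence ratio | Control set: DMSO and RFP-L50D-GFP cell wells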
Rin1-Abl PPI inh: blocks binding of human Rin1 to Abl; TR-FRET Rin1/Abl binding, biochemical; inhibition, % at 7.35 µM; AID 588664; P00519+Q13671; 360,000 tested, 0.4% active; in the data active = inhibition above about 5%, passing the limit was not always enough
E coli Lon inh: inhibitors of E. coli Lon protease; P0A9M0; purified E. coli Lon protease, fluorescence polarization; inhibition, % at 7.94 µM; 360,000 tested, 0.42% active; AID 602123; in the data active = inhibition above about 13%, passing the limit was not always enough;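 note: 0% = enzyme with probe and DMSO and 100% = no enzyme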
PABP1 MLLE inh: inhibitors of microRNA-mediated deadenylation, human PABP1 MLLE binding | P11940 | GST-MLLE / FITC-PAM2 fluorescence polarization | inhibition, % at 20 µM | 360,000 tested, 0.36% active | AID 588489; in the data active = inhibition above about 35%, passing the limit was not always enough;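 note: plate controls were DMSO wells with GST-MLLE for no effect and wells lacking GST-MLLE protein for full effect; some results filed as inactive read as strong as hits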
Target sequence (P11940 whole entry, looked up): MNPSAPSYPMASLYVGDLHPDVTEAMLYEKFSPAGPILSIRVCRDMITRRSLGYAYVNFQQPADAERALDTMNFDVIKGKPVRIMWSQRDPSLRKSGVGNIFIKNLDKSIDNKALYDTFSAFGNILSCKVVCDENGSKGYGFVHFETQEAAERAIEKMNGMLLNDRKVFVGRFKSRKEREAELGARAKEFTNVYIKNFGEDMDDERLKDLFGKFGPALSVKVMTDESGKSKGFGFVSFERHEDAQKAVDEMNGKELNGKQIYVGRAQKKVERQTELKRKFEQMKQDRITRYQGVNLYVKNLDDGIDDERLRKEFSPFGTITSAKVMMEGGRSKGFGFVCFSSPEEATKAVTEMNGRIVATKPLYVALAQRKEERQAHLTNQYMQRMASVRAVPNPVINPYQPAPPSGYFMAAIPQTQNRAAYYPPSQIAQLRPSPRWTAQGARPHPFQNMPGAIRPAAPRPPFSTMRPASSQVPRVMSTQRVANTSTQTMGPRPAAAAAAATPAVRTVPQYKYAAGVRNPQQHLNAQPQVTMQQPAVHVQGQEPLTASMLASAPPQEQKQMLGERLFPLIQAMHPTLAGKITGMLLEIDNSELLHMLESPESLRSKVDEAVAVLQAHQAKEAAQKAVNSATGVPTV
Rpn11 block: Rpn11 (human) deubiquitinase inhibition. O00487. human 26S proteasome, Ub4-pepOG fluorescence polarization; 20S core pre-blocked with epoxomicin. calls only at 20 µM. 360,000 tested, 0.59% active;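 active = inhibition at 20 µM, scaled to each plate's controls, above about 33%, limit read from the data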
MsrA act: activators of bovine methionine sulfoxide reductase A | purified bovine MsrA, absorbance read-out | 360,000 tested, 0.3% active | activation, % at 10.6 µM | AID 602163; in the data active = activation above about 7.5%;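 note: 0% = vehicle and 100% = reference activator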
CSN deneddyl inh: blocks human CSN-mediated cullin deneddylation; AID 651999; 360,000 tested, 0.38% active; inhibition, % at 12.5 µM; Purified CSN, SCF-Nedd8-OG deneddylation, fluorescence polarization; Q92905;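 active = pattern-corrected inhibition above about 35%, with an unprinted fluorescence ratio check between 0.5 and 1.5, limit read from the data, passing the limit was not always enough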;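 note: 0% = enzyme with substrate and 100% = substrate without enzyme; some results filed as inactive read as strong as hits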
Target sequence (Q92905 whole entry, looked up, one chain of several): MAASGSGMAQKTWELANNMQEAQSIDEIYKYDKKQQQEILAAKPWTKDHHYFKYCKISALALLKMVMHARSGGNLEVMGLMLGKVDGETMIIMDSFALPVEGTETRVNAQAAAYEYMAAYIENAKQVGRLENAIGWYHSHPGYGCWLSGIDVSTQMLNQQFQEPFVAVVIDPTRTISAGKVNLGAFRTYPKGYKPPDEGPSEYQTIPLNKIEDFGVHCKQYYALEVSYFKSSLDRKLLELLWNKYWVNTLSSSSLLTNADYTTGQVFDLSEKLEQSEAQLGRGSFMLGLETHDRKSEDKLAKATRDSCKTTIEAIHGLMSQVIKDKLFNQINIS
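test system = HEK293T-derived human Csn5 enzyme | amount = 0.24 nM Csn5 enzyme, final concentration | medium = Tris/NaCl/DTT buffer, pH 7.5 | schedule = 90 min reaction at room temperature | signal = FP | evaluation = inhibition of Csn5 cleavage, % | compound dosing = single dose of 12.5 µM compound with 0.25% DMSO | probe or stimulus = 10 nM SCFSkp2-Nedd8OG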
MsrA inh: inhibitors of bovine MsrA | purified bovine MsrA, absorbance read-out | 360,000 tested, 0.75% active | inhibition, % at 15.5 µM | AID 651718; in the data active = inhibition above about 4.5%;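 note: 0% = vehicle wells with enzyme and 100% = reference inhibitor wells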
FAS TE block: FAS thioesterase (human) inhibition | P49327 | recombinant FAS-TE, OMFH fluorogenic substrate, fluorescence endpoint | inhibition, % at 15 µM | 360,000 tested, 0.67% active | AID 602261;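 active = compounds whose normalised, plate-corrected inhibition of enzyme fluorescence in the single-dose primary screen is 50% or more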;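 note: 0% = DMSO with enzyme and 100% = substrate without enzyme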
* = called active by the depositor; i = inactive; · = not tested or not shown; + = active, no number.

Below each compound – MT1-MMP act inh | PABP1 MLLE inh | FAS TE block | CSN deneddyl inh | Rpn11 block | MsrA act | E coli Lon inh | MsrA inh | Rin1-Abl PPI inh
> O=C(CCCN1C(=O)c2cccc3cccc(c23)C1=O)N1CCc2ccccc2C1
 : 1 | 1 | 8 | 7 | i | -5 | 3 | 1.0 | 4
> CCCNNC(=O)C(O)(c1cccc(C)c1)c1cccc(C)c1
 : 8 | -9 | -4 | -6 | i | -7 | 10 | -0.3 | -1
> CCCC(=O)Nc1ccc(Sc2ccc([N+](=O)[O-])cc2)cc1
 : -1 | 17 | 23 | 5 | i | -1 | -1 | 0.2 | 4
> O=C(Nc1cccc(NC(=O)c2cccnc2)c1)c1ccccc1
 : -3 | -7 | -2 | 4 | i | -8 | 4 | -0.5 | -1
> CCc1c(C)nc2cc(C)[nH]n2c1=O
 : 0 | -20 | -5 | -2 | i | 2 | -5 | -0.4 | 1
> COc1ccccc1-c1cnc(C(O)c2cccc(C)c2C)[nH]1 (configuration not stated)
 : 1 | 0 | 0 | 3 | i | -2 | -6 | -0.6 | -4
> CC(C)[C@H](NC(=O)Nc1ccc(S(N)(=O)=O)cc1)C(=O)O
 : 7 | 7 | -8 | 2 | i | -4 | 4 | -0.8 | 0
> c1ccc2c(N3CCCCC3)nc(N3CCCCC3)nc2c1
 : 6 | 1 | 4 | -2 | i | -2 | -4 | -0.1 | 2
> CC(C)Sc1nc2ccccc2n1CC(N)=O
 : 3 | -38 | -4 | 6 | i | 1 | 2 | -0.6 | 3
> CCc1ccc(-c2cc(C)no2)cc1S(=O)(=O)N1CCN(c2cccc(C)c2C)CC1
 : -4 | -15 | 27 | 1 | i | 1 | -3 | 0.4 | 0
> O=C(CC(c1ccccc1)c1ccccc1)OCn1nnc2ccccc2c1=O
 : 4 | 5 | 20 | -1 | i | -3 | -6 | -0.5 | 2
> Cc1cc(NCCO)c2ccccc2n1
 : 6 | -7 | -4 | 6 | i | -2 | 7 | 1.0 | 0
> Cn1c(=O)c2c(nc(CCC3CCCC3)n2C)n(C)c1=O
 : 5 | -7 | -3 | -1 | i | -2 | -3 | 0.3 | 2
> COc1cccc(CCNC(=O)c2cc(COc3ccc(C)c(C)c3)on2)c1OC
 : 2 | 3 | 16 | 1 | i | -1 | -18 | -1.8 | -2
> NC(N)=NS(=O)(=O)c1ccc(NC(=S)NC(=O)c2ccc3c(c2)OCO3)cc1
 : -2 | 27 | 2 | -4 | i | 1 | 2 | 0.1 | -1
> COc1ccc2nc(SCC(=O)N3CCCCCC3)c(C#N)cc2c1
 : -4 | -7 | 28 | 2 | i | -3 | -6 | 2.0 | -1
> O=C(CCc1nnc(Cc2ccc(-c3ccccc3)cc2)o1)N1CCCC1
 : 4 | -4 | -7 | -6 | i | -7 | -2 | -0.1 | 4
> O=C(O)c1cccc(S(=O)(=O)N2CCCC2)c1
 : 12 | 0 | -4 | -2 | i | -5 | -4 | · | 3
> Cc1ccc(O)c(-c2cc(-c3cccc(Br)c3)n[nH]2)c1
 : 4 | 2 | 23 | -5 | i | -3 | 7 | 0.3 | 2
> c1coc(CNc2ncnc3[nH]ncc23)c1
 : 1 | 4 | 1 | 4 | i | -7 | 0 | -0.1 | 1
> Cc1ccc(S(=O)(=O)CCC(=O)OCC(=O)N(C)c2ccccc2)cc1
 : 4 | -8 | -6 | 2 | i | -1 | -4 | 3.2 | 1
> CCOc1ccccc1OCCOCCN1CC(C)OC(C)C1 (configuration not stated)
 : 1 | -11 | -7 | -1 | i | -2 | -1 | 1.4 | -2
> CCOC(=O)C1CCN(C(=O)COc2ccc(S(=O)(=O)N3CCCC3)cc2C)CC1
 : 10 | 6 | 7 | -1 | i | 0 | -5 | -0.5 | 4
> O=C(CCn1cnnn1)N1CCCC(Nc2ccc(F)c(F)c2)C1 (configuration not stated)
 : -4 | -4 | -7 | 0 | i | -4 | -8 | 0.0 | 0
> CCOC(=O)c1cc(CC)sc1NC(=O)COc1ccc2c(C)cc(=O)oc2c1
 : 3 | -1 | -6 | 1 | i | 0 | 0 | 0.6 | 0
> Cn1c(SCC(=O)NCCNC(=O)CSc2nnc(C(F)(F)F)n2C)nnc1C(F)(F)F
 : 2 | 16 | -7 | 0 | i | 1 | -3 | 1.2 | -1
> Cc1ccc(N(C(C)C(=O)Nc2ccc(S(=O)(=O)N3CCOCC3)cc2)S(C)(=O)=O)cc1C (configuration not stated)
 : -3 | 6 | 4 | 1 | i | -10 | -2 | -1.0 | 0
> C=CCc1cccc(CNc2nc3ccccc3n2CC)c1O
 : 1 | -1 | 16 | -1 | i | -3 | -6 | -1.2 | -4
> COc1ccc(/C=N/N=C2/NC(=O)C(CC(=O)NC(N)=O)S2)cc1 (configuration not stated)
 : 1 | -1 | -4 | -7 | i | -2 | 6 | 3.4 | -3
> CN(C)C(N)=NCCC[C@H](N)C(=O)O
 : 6 | -2 | -8 | 1 | i | -1 | -4 | -0.3 | 3
> CCCNc1nc(Nc2ccc(C)cc2)nc(N2CCCC2)n1
 : -5 | 5 | 10 | 2 | i | -11 | -2 | · | -4
> CC[C@@]1(c2ccccc2C)C(=O)N(C(=O)OC)N1C(=O)OC
 : 4 | 24 | 33 | -4 | i | -1 | -7 | -0.3 | -1
> NNC(=O)CS(=O)(=O)c1ccc(Cl)cc1
 : -3 | 9 | -2 | 4 | i | -2 | -2 | 0.2 | -1
> COC(=O)c1ccc2c(=O)n(CCN3CCOCC3)c(SCC(=O)Nc3ccccc3Cl)nc2c1
 : -6 | 37 | 8 | -4 | i | 0 | 1 | -0.1 | 3
> O=C(c1cccc(C(F)(F)F)c1)N1CCN(CCc2ccccc2)CC1
 : -2 | -6 | 7 | -6 | i | -1 | -7 | -1.3 | 2
> Cc1ccc(CN2C(=O)S/C(=C\c3ccccc3OCC(=O)O)C2=O)cc1
 : 2 | 13 | -4 | 6 | i | -5 | -6 | 1.8 | 1
> CCn1c(=O)c2ccccc2n(Cc2cccc(C)c2)c1=O
 : 10 | -33 | 5 | -1 | i | -10 | -5 | 0.5 | 2
> CC(C)(C)c1cc2cccnc2n1Cc1cccc(Cl)c1
 : 1 | 1 | -7 | 4 | i | 0 | -14 | -1.1 | 2
> COC(=O)[C@]12CCCCC=C1N(Cc1cccc3ccccc13)C(=O)[C@H](CC(=O)NCCCCc1ccccc1)C2
 : -9 | · | 20 | -1 | · | -1 | 0 | -0.1 | ·
> Cc1ccc(-c2cc(C(=O)Nc3cnn(C45CC6CC(CC(C6)C4)C5)c3)no2)cc1
 : 9 | -1 | -4 | 0 | i | -11 | -2 | · | 1
> Cc1nc(C)c(C(=O)Nc2ccccc2-c2ccccc2)o1
 : -10 | -1 | -3 | 5 | i | 0 | -2 | 0.4 | 0
> COc1cc(C(=O)NCC(c2cccs2)N2CCOCC2)c([N+](=O)[O-])cc1OC (configuration not stated)
 : -2 | 22 | -8 | 1 | i | -3 | -10 | 0.3 | -1
> Cc1ccc(NC(Cc2cc(C)no2)c2ccccc2)cc1 (configuration not stated)
 : -2 | 1 | 13 | -4 | i | -2 | 2 | 1.0 | 4
> COc1ccc(/C=C/C(=O)N2CCCC2)cc1OC
 : 2 | -13 | -8 | 0 | i | -15 | -4 | 3.5 | 0
> CCCc1cc(=O)oc2cc(OCC(=O)NCCc3ccc(S(N)(=O)=O)cc3)ccc12
 : 0 | 2 | -2 | 3 | i | -4 | 1 | 1.4 | 2
> CCOC(=O)c1c(NC(=O)CN2CCCc3ccccc32)sc(C)c1CC
 : -10 | -4 | 28 | 7 | + | 0 | -26 | -0.9 | -1
> CC1(C)Cc2c(C#N)c(N)n(-c3ccccc3)c(=O)c2CO1
 : 0 | 11 | -4 | -3 | i | -1 | -6 | -0.6 | -3
> Cc1sc(NC(=S)NC(=O)c2ccc(C(C)(C)C)cc2)c(C#N)c1C
 : 0 | -75 | 27 | 2 | i | 1 | -3 | 0.9 | 2
> C[C@H](CO)N1C[C@H](C)[C@@H](CN(C)C(=O)NC2CCCCC2)Oc2c(NC(=O)Nc3ccccc3)cccc2C1=O
 : 7 | 4 | 66* | -6 | i | -2 | -10 | 0.2 | 1
> COc1c(Cl)cc(Cl)cc1CNCCNCCO
 : -1 | -2 | -2 | 1 | i | -2 | -9 | -0.6 | 4

Further entries.
Below each compound – MT1-MMP act inh | PABP1 MLLE inh | FAS TE block | CSN deneddyl inh | Rpn11 block | MsrA act | E coli Lon inh | MsrA inh | Rin1-Abl PPI inh
> C[C@H]1CN=C(Nc2ccccc2)N1CCc1ccc(F)cc1
 : -1 | 7 | -11 | 104 | i | -2 | -3 | -0.1 | 2
> COc1ccc(NC(=O)C2CCC(C)(C(=O)O)C2(C)C)cc1 (configuration not stated)
 : 1 | -5 | -11 | -2 | i | -9 | -18 | 1.4 | 2
> CC(C)(O)[C@H]1Cc2cc3ccc(=O)oc3cc2O1
 : 5 | -10 | -3 | -1 | i | 1 | -2 | 3.2 | 0
> CCC(C)c1nc2c(c(N3CCC3=O)c1-c1ccccc1)CCCC2 (configuration not stated)
 : 1 | 0 | 9 | -1 | i | -3 | -9 | 0.7 | 2
> Cc1cc2c(=O)n(CC(=O)N3CCN(c4ccccc4)CC3)cnc2s1
 : 2 | -12 | 0 | 2 | i | -5 | 7 | 2.1 | -2
> Cc1ccc(CNC(=O)CCn2ccc3cc(S(=O)(=O)N4CCCC4)ccc32)cc1
 : 2 | 2 | 4 | -3 | i | -1 | 0 | 0.7 | 3
> CCn1cc(C(=O)O)c(=O)c2cc(F)c(N3CCN(C(=S)NC(=O)c4ccccc4C)CC3)cc21
 : -1 | -17 | -2 | 4 | i | -6 | -5 | 1.1 | -2
> COc1ccccc1-c1nnc(SCC(=O)Nc2ccc3[nH]c(=O)[nH]c3c2)n1N
 : 4 | -3 | -6 | 0 | i | -1 | 6 | -0.1 | -3
> O=[N+]([O-])c1cc(/C=N/Nc2nc(N3CCCCC3)nc(N3CCCCC3)n2)ccc1O
 : 5 | 0 | 8 | -9 | i | -8 | 1 | 2.2 | 0

Marked active in Rpn11 block (from the list above):
canonical_smiles	MT1-MMP act inh	PABP1 MLLE inh	CSN deneddyl inh	Rpn11 block	MsrA act	E coli Lon inh	MsrA inh	Rin1-Abl PPI inh
CCOC(=O)c1c(NC(=O)CN2CCCc3ccccc32)sc(C)c1CC	-10	-4	7	+	0	-26	-0.9	-1

Retrieved one by one from the entries so far:
Below each compound – MT1-MMP act inh | PABP1 MLLE inh | FAS TE block | CSN deneddyl inh | Rpn11 block | MsrA act | E coli Lon inh | MsrA inh | Rin1-Abl PPI inh
> Cc1ccc(CNC(=O)CCn2ccc3cc(S(=O)(=O)N4CCCC4)ccc32)cc1
 : 2 | 2 | 4 | -3 | i | -1 | 0 | 0.7 | 3
> CC(C)(O)[C@H]1Cc2cc3ccc(=O)oc3cc2O1
 : 5 | -10 | -3 | -1 | i | 1 | -2 | 3.2 | 0
> COc1ccc(NC(=O)C2CCC(C)(C(=O)O)C2(C)C)cc1 (configuration not stated)
 : 1 | -5 | -11 | -2 | i | -9 | -18 | 1.4 | 2
> Cc1cc2c(=O)n(CC(=O)N3CCN(c4ccccc4)CC3)cnc2s1
 : 2 | -12 | 0 | 2 | i | -5 | 7 | 2.1 | -2
